M1 ag parental – counter-screen for M1 agonists: effect in parental CHO-K1 cells. Fluo-8 calcium fluorescence; scaled to maximal ATP response, vehicle zero. activation, % at 3 µM. 0.48% of 360,000 active. AID 602248; in the data active means activation above about 15%;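 further: untransfected CHO-K1 host cells lacking M1 receptor as counterscreen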
CHO-K1 Ca PAM – M1 PAM counterscreen hit in parental CHO-K1 cells. ATP EC20, Fluo-8 calcium fluorescence; 0% at ATP EC20, 100% at ATP max. activation, % at 3 µM. 0.02% of 360,000 active. AID 602247;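 active means activation above the run cutoff, the mean activation of all test compounds plus 3 SD, cut at about 40% in these data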;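 further: peak over basal fluorescence ratio in a 140 s read after ATP addition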
CHO parental Ca – counter-screen: ATP calcium response change in parental CHO cells; inhibition, % at 5.6 µM; parental CHO-K1, ATP-induced calcium, Fluo-8 fluorescence; AID 463079; 0.63% of 330,000 active;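 active means inhibition above that plate's mean sample inhibition plus 3 SD, cut at about 26% in these data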;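 further: 0% = ATP-challenged DMSO wells and 100% = DMSO wells without ATP; some compounds past the cut are filed as inactive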
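Material: parental CHO cells / Compound: single nominal dose of 5.6 µM per compound / Signal: Fluo-8 fluorescence / Replicates: singlicate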
CHO-K1 Ca antag – counter-screen for M1 antagonists: effect in parental CHO-K1 cells. 0.6% of 360,000 active. ATP-induced calcium, Fluo-8 fluorescence. inhibition, % at 3 µM. AID 602250;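 active means inhibition above a per-plate cutoff, the plate's mean sample inhibition plus 3 SD, cut at about 24% in these data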;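 further: 0% = DMSO plus EC80 ATP and 100% = DMSO alone without ATP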
TAAR1 antag – human TAAR1 antagonism; inhibition, % at 3 µM; 1.5% of 360,000 active; CHO RD-HGA16 TAAR1, Fluo-8 calcium fluorescence, antagonist;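 active means inhibition above a per-plate cutoff, the mean inhibition of test compounds on that plate plus 3 SD, cut at about 49% in these data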;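 further: 0% = DMSO plus EC80 beta-PEA response and 100% = DMSO alone without agonist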
Target sequence (Q96RJ0 whole entry, looked up): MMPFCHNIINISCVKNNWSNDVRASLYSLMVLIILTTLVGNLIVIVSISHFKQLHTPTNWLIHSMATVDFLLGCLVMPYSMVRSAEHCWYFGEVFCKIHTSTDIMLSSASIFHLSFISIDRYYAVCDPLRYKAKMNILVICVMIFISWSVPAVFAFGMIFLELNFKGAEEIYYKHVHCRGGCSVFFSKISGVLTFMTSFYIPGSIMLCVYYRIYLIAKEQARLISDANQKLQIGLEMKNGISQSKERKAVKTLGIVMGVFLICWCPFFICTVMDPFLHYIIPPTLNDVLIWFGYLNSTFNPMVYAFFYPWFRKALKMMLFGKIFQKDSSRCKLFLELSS
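test system = CHO RD-HGA16 cells bearing hTAAR1 | replication = singlicate | controls = DMSO-only wells and EC80 β-PEA-stimulated wells | reagent = EC80 β-phenethylamine stimulus | read-out basis = percent inhibition of PEA-evoked calcium signal, max/basal emission ratio | schedule = seeding 17-24 h prior, 75-min 37 °C, 30-min RT dye loading | signal = kinetic Fluo-8 calcium fluorescence measurement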
CHRM1 antagonist – antagonists of human M1 muscarinic receptor; P11229; CHO-K1 hM1, Fluo-8 calcium fluorescence, ACh EC80 antagonist; inhibition, % at 3 µM; 1.3% of 360,000 active; AID 588852;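 active means percent inhibition above its own plate's cutoff, namely the mean of that plate's compound wells plus 3 SD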;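 further: peak over basal fluorescence ratio during 140 s after agonist addition; 0% = ACh EC80 plus DMSO and 100% = DMSO alone without agonist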
Target sequence (P11229 whole entry, looked up): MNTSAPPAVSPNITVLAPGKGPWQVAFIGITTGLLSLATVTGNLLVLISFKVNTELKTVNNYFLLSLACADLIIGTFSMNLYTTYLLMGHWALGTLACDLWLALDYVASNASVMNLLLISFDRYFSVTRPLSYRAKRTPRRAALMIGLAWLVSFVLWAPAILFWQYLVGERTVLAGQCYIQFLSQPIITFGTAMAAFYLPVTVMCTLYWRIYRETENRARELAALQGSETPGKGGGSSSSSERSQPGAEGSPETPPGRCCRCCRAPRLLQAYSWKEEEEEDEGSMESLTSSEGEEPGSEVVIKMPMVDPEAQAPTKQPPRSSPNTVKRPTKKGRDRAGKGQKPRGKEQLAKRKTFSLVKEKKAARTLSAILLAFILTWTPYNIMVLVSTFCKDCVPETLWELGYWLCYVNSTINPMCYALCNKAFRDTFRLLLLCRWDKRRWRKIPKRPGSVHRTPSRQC
OXTR potentiator – potentiators of human oxytocin receptor; activation, % at 3 µM; AID 2445; CHO-OTR cells, Fluo-8 calcium fluorescence, potentiator mode; 0% = oxytocin EC15, 100% = EC100; 0.061% of 320,000 active;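 active means activation above that plate's cutoff, the mean activation of tested compounds plus 3 SD, cut at about 6.6% in these data, passing the limit was not always enough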;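 further: 100% uses oxytocin at 75 nM as the full agonist control; some results filed as inactive read as strong as hits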
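assay system = CHO-OTR cells, human receptor | schedule = compound 6 min at room temperature before oxytocin, 100 s read | detection = Fluo-8 intracellular calcium fluorescence, ex 470-495, em 515-575 nm | evaluation = normalized max/min fluorescence ratio, % activation | control set = EC15 oxytocin alone as 0%, 75 nM oxytocin (EC100) as 100%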
TAAR1 ag – agonists of human TAAR1. 0.99% of 360,000 active. CHO RD-HGA16 TAAR1, Fluo-8 calcium fluorescence; vehicle wells 0%, saturating PEA agonist 100%. activation, % at 3 µM. AID 624467. Q96RJ0;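 active means activation above the mean activation of all test compounds in the run plus 3 SD, cut at about 38% in these data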
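Test system: RD-HGA16 (CHO) cells co-expressing Gα16 and hTAAR1 | Doses: Single dose, 3 µM | Schedule: 17-24 h seeding, 75 min 37 °C dye, 30 min RT | Evaluation: % activation from peak over basal fluorescence ratio, DMSO-to-PEA scaled | Technique: Kinetic Fluo-8 calcium fluorescence | Benchmarks: Low control DMSO, high control PEA (EC100)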
M1 ag – activates human CHRM1 receptor | P11229 | CHO-K1 hM1, Fluo-8 calcium fluorescence, agonist mode; 0% DMSO, 100% acetylcholine EC100 | activation, % at 3 µM | 0.33% of 360,000 active | AID 588814;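 active means activation above the run's mean compound activation plus 3 SD, cut at about 16% in these data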;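 further: peak over basal fluorescence ratio within a 140 s kinetic read after compound addition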
* hit, by the source's call; . = not tested or not shown. Compounds were not picked by outcome. Share with any hit: about 4.2%.

Molecule	M1 ag parental	CHO-K1 Ca PAM	CHO parental Ca	CHO-K1 Ca antag	TAAR1 antag	CHRM1 antagonist	OXTR potentiator	TAAR1 ag	M1 ag
Cc1ccc(C(=O)Nc2cccc(NC(=O)c3ccc(C)o3)n2)o1	0.3	7	-11	-11	9	-6	-17	1	-3
Cc1nc(NC(=O)c2cccc(Cl)c2)sc1C(=O)N1CCCCC1	0.0	-14	-18	0	-4	5	-6	3	-3
NC(=O)COc1ccc(Cc2ncc(C(F)(F)F)cc2Cl)cc1	0.2	4	10	4	2	-10	-12	2	-5
CCOc1ccc(OCCC(=O)N2CCc3cc(OC)c(OC)cc3C2)cc1	2.1	6	-23	-2	10	-3	-5	-2	-4
O=C(OC(C(=O)NCc1ccc(F)cc1)c1ccccc1)c1ccco1 (stereo not given)	-0.1	5	-1	2	6	0	1	-2	-5
O=C(NCc1ccc2c(c1)OCO2)C1CC(c2cccc(Br)c2)=NO1 (stereo not given)	3.4	11	-3	-9	-12	4	-12	6	0
CS(=O)(=O)c1ccc2nc(NC3(C(F)(F)F)N=C4SCCN4C3=O)sc2c1 (stereo not given)	0.1	1	8	-5	8	-9	-5	3	-5
Cc1cc(C2=NNC(=NC3CC3)SC2)c(C)n1-c1ccccc1F	0.8	0	-10	4	-11	0	-10	4	-10
CC(Sc1nnnn1C)C(=O)Nc1ncc(Cl)cc1Cl (stereo not given)	0.2	-10	-1	-5	10	2	-3	1	-5
O=[N+]([O-])c1ccc2[nH]c(O)c(N=Nc3ccc(F)cc3)c2c1	3.1	19	3	-9	-13	-6	-12	3	-5
Cc1nn(Cc2ccc(F)cc2)c(Cl)c1/C=N/NC(=O)c1cccnc1	1.9	12	-10	5	18	-3	-8	0	3
CCc1ccc(C(=O)NNC(=O)[C@H](C)NC(=O)c2ccco2)cc1	0.1	20	-2	-17	-19	-14	-5	-1	-4
O=C(CCN1CCOCC1)c1ccc(N2CCCCC2)cc1	0.3	7	15	-7	4	-3	-3	11	-8
OCCC#Cc1ccc(N2C(c3ccsc3)=Cc3ccc(F)cc3C2c2c[nH]c3ccccc23)cc1 (stereo not given)	5.7	21	.	-8	-1	.	.	0	.
O=C(O)c1cc([N+](=O)[O-])ccc1NCc1ccccc1Cl	0.4	-11	-2	4	-6	3	-19	-1	0
Cc1ccc(S(=O)(=O)N2CCN(C(=O)N3CCCC3)CC2)cc1	0.0	12	3	-9	9	-15	-7	1	-1
Cc1ccc(Sc2c(C#N)c(-c3ccccc3)nn2C)cc1	-0.4	2	-24	-19	17	-4	-7	3	-4
Cc1[nH]n(C)c(=O)c1C(=O)c1c(-c2ccccc2Cl)noc1C	0.0	0	-11	-8	-20	-4	-9	0	-5
CS(=O)c1ccccc1COC(=O)Nc1ccc(Cl)cc1 (stereo not given)	1.9	15	-17	-8	15	-11	-15	17	0
C=CCSc1nc2c(c(=O)[nH]c(=O)n2C)n1CC	0.4	11	2	-7	-1	-5	-7	1	1
Cn1ccnc1SCc1cccc([N+](=O)[O-])c1	2.1	21	-1	-21	-17	-4	-1	-1	-9
CCc1ccc(-c2cc(C)no2)cc1S(=O)(=O)NC(C)Cc1ccco1 (stereo not given)	-0.4	1	-14	-11	-32	4	-5	-1	-2
C[C@@H]1CN([C@H](C)CO)C(=O)CCCn2nncc2CO[C@@H]1CN(C)S(=O)(=O)c1cccs1	0.3	12	.	9	8	-16	.	1	-9
CCCCCN1CN(S(=O)(=O)c2cccs2)c2nc3ccccc3nc21	0.4	11	-21	-15	-24	-13	1	-3	-2
Cc1cc(C)n(-c2nc3nonc3nc2-n2nc(C)cc2C)n1	0.3	17	8	-6	3	-29	-3	1	0

Three entries from above in a different format:
Every second line gives: M1 ag parental | CHO-K1 Ca PAM | CHO parental Ca | CHO-K1 Ca antag | TAAR1 antag | CHRM1 antagonist | OXTR potentiator | TAAR1 ag | M1 ag
- CCc1ccc(C(=O)NNC(=O)[C@H](C)NC(=O)c2ccco2)cc1
  0.1 | 20 | -2 | -17 | -19 | -14 | -5 | -1 | -4
- O=C(CCN1CCOCC1)c1ccc(N2CCCCC2)cc1
  0.3 | 7 | 15 | -7 | 4 | -3 | -3 | 11 | -8
- OCCC#Cc1ccc(N2C(c3ccsc3)=Cc3ccc(F)cc3C2c2c[nH]c3ccccc23)cc1 (stereo not given)
  5.7 | 21 | . | -8 | -1 | . | . | 0 | .

Other results follow:
Molecule	M1 ag parental	CHO-K1 Ca PAM	CHO parental Ca	CHO-K1 Ca antag	TAAR1 antag	CHRM1 antagonist	OXTR potentiator	TAAR1 ag	M1 ag
CCOC(=O)c1c(C)cc(C)n2c1nc1ccccc12	0.1	9	-10	-3	1	-6	1	6	-6
COc1ccc(-c2cc(=O)oc(-c3cccc(C)c3)n2)cc1	0.4	-5	4	2	-41	-5	5	1	-3
CC(C)CN(C(=O)CN1CCN(c2ccc(O)cc2)CC1)c1c(N)n(CC(C)C)c(=O)[nH]c1=O	-0.2	16	1	-6	-7	-9	-5	2	-7
COc1cc(-c2nc(N)n[nH]2)cc(OC)c1OC	0.4	-1	0	-16	2	9	-12	10	-1
O=C(NNC(=O)c1cccc2ccccc12)c1ccc(Cl)cc1	1.7	7	.	-7	-11	-21	.	5	2
COc1ccc2nc(SCCOC(=O)Nc3ccc(Cl)cc3)nc(C)c2c1	6.9	12	-23	-2	37	4	-13	7	-6
CCOC(=O)c1oc2c(CN3CCN(C)CC3)c(O)ccc2c(=O)c1-c1ccccc1OC	1.4	18	9	-5	-7	-10	-7	2	-7
CNc1nc(SCC(=O)OC)nc(N2CCOCC2)n1	0.3	-2	-5	4	-25	-3	-18	1	-1
O=C(COC(=O)c1ccc(CN2CCCC2=O)cc1)Nc1ccc(F)cc1	1.4	-9	-14	-15	9	2	-4	8	-7
O=C(Cn1cnc2ccccc21)NC(c1ccccc1)c1ccccc1	0.8	-8	-16	6	13	0	1	14	-8
COc1ccc(NC(=O)CCOc2ccccc2C)cc1S(=O)(=O)N1CCCCC1	6.2	-24	-4	-4	30	0	-2	8	0
O=C1CC(c2ccco2)CC(O)=C1C=Nc1cc(Cl)cc(Cl)c1 (stereo not given)	2.0	25	-9	-21	-6	0	-13	-1	-3
Cc1cc(C)nc(NC(=O)c2ccc(COc3ccccc3Cl)cc2)c1	0.7	4	-25	-5	0	5	-6	3	-4
C=CCOc1ccc(S(C)(=O)=O)cc1	0.4	3	2	-7	9	-5	-1	-1	-4
Cc1cccc(C2=NOC(=O)/C2=C\c2ccccc2F)c1	-0.1	21	-4	17	-17	-5	-4	1	-3
Cc1onc(-c2ccccc2Cl)c1C(=O)NCC1CCCO1 (stereo not given)	0.7	13	-2	-25	-9	-2	-2	10	-6
COc1ccccc1CNS(=O)(=O)c1csc(C(N)=O)c1	1.0	-19	-11	-11	-35	-1	-4	2	0
COc1cc2cc(C(c3nnnn3C3CCCC3)N3CCc4ccccc43)c(=O)[nH]c2cc1OC (stereo not given)	0.8	0	-20	-10	.	-3	-8	.	-7
Cc1nc2ccc(NC(=O)Cc3cccc(F)c3)cc2s1	0.8	-1	-2	-19	-16	-8	-9	3	-4
Cc1ccc(NCc2nnc(SCC(=O)NCCc3ccccc3)n2C)cc1	0.1	19	.	-7	.	3	.	.	-5
Cc1cccc(-n2ncc3c(NCCc4ccc(S(N)(=O)=O)cc4)ncnc32)c1	1.5	-5	3	15	9	3	-8	3	-4
Cc1cc(C)c(S(C)(=O)=O)c(Oc2ccc(F)cc2)n1	0.1	19	4	-8	1	-13	-19	-4	-4
COC(=O)C1=CNC=C(C(=O)OC)C1c1ccc(Cl)cc1	1.7	14	-10	-4	0	2	-5	24	1
Cc1cccc(-c2nc(CS(=O)CC(=O)NCC3CCCO3)c(C)o2)c1 (stereo not given)	0.0	7	-12	4	-1	2	-1	1	-1
CCCCCn1nc(C(=O)N(CC)c2c(N)n(CCCC)c(=O)[nH]c2=O)c2ccccc2c1=O	3.4	-10	-12	-3	0	-9	5	2	-1
Cc1ccc(S(=O)(=O)Oc2ccc(/C=C(/NC(=O)c3ccccc3)C(=O)NCCC(=O)O)cc2)cc1	1.9	20	5	-9	-15	-9	-7	2	-3
CCOC(=O)N1CN(C(=O)OCC)CN(C(=O)OCC)C1	-1.1	9	3	-18	-2	-20	-16	4	0
COc1ccc(N(CC(=O)N2CCN(c3cccc(C)c3)C(C)C2)S(=O)(=O)c2c(C)n[nH]c2C)cc1 (stereo not given)	0.1	-18	-27	-1	10	3	-14	13	-2
COc1cc(-c2cc(N3C(=O)Nc4ccccc4N3O)n[nH]2)cc(OC)c1OC	-0.4	-5	-11	9	-18	7	3	6	-1
C/C(=C/c1oc2ccc(O)cc2c1[N+](=O)[O-])N(C)C	0.3	7	-8	-16	-10	-6	8	-1	-2
Cn1c(CC(=O)Nc2ccccc2Cl)nnc1SCC(=O)NC1CCCCC1	0.3	13	-4	-14	-10	-12	-2	1	-4
O=C(O)c1ccc2c3c(cccc13)C(=O)N(OS(=O)(=O)c1ccccc1)C2=O	-0.2	1	-10	-1	-2	6	-1	4	-3
O=C(CSc1nc2ccccc2[nH]1)Nc1cc(C(F)(F)F)ccc1N1CCOCC1	1.2	12	-16	-7	6	1	-3	4	-3
O=C(Nc1ccnn1C1CCN(CC2CC=CCC2)CC1)c1ccccc1 (stereo not given)	1.2	2	.	-9	-32	-9	.	0	-4
O=C(Nc1cccnc1)c1cc(-c2ccc(Cl)c(Cl)c2)on1	1.1	-8	9	-4	-6	1	-8	1	-1
O=C(Nc1ccc(N2CCOCC2)cc1)c1ccccc1SCC(=O)N1CCCC1	4.2	-9	1	-14	-12	7	-20	1	-1
CCCn1c(C)cc(=O)c2cc(NC(=O)c3cnccn3)ccc21	0.0	-5	-14	10	-4	-6	-5	4	-5
CC1(C(=O)NS(=O)(=O)c2ccc(F)cc2F)CCN1C(=O)CC1CC1 (stereo not given)	0.3	20	.	-7	-2	-10	.	3	-2
CCCC[n+]1ccn(-c2nc3ccccc3nc2[N-]S(=O)(=O)c2cccs2)c1	1.4	19	-14	-9	-16	-8	4	4	-7
OC1(c2cccnc2)CCN(Cc2nnnn2C2CCCCC2)CC1	0.1	13	-14	-5	8	-9	-8	4	-2

High-throughput results from PubChem.
